Bioassay records deposited in PubChem BioAssay by NCI.
yeast bub3 = NCI yeast anticancer drug screen, S. cerevisiae bub3 mutant strain; growth inhibition, % at 50 µM; hit rate 9.9% among 78,000; AID 167;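 also: 0% = growth of vehicle-only cultures of the same strain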
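In this screen, a yeast mutant lacking normal mitotic checkpoint function is challenged with compound. Relative growth versus vehicle gives the inhibition value.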
sgs1 mgt1 = NCI yeast anticancer drug screen, S. cerevisiae sgs1 mgt1 strain | growth inhibition, % at 50 µM | hit rate 10% among 78,000 | AID 161;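 also: 0% = growth of vehicle-only cultures of the same strain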
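Growth of a repair-deficient yeast mutant was monitored after compound treatment and expressed as inhibition relative to vehicle-treated cultures.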
yeast mec2-1 = NCI yeast anticancer drug screen, S. cerevisiae mec2-1 strain | growth inhibition, % at 50 µM | hit rate 9% among 79,000 | AID 157;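 also: 0% = growth of vehicle-only cultures of the same strain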
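Test agents were screened against the mec2-1 yeast strain, with defined DNA repair or cell cycle alteration. Growth was scored as inhibition against vehicle-only controls.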
yeast rad50 = NCI yeast anticancer drug screen, S. cerevisiae rad50 strain | growth inhibition, % at 50 µM | hit rate 10% among 79,000 | AID 155;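 also: 0% = growth of vehicle-only cultures of the same strain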
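Cells are treated with compound, grown, and their growth is then scored against vehicle-only cultures of the same repair-deficient yeast strain.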
cln2 rad14 = NCI yeast anticancer drug screen, S. cerevisiae cln2 rad14 strain; % growth inhibition at 50 µM; hit rate 8.3% among 78,000; AID 165;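 also: 0% = growth of vehicle-only cultures of the same strain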
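Test compounds were added to cln2 rad14 yeast cultures; inhibition of growth was then determined by comparison with vehicle treatment.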
yeast mlh1 rad18 = NCI yeast anticancer drug screen, S. cerevisiae mlh1 rad18 strain; hit rate 11% among 79,000; % growth inhibition at 50 µM;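 also: 0% = growth of vehicle-only cultures of the same strain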
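Yeast w/ defined DNA-repair lesions; compound exposure; growth vs vehicle controls → % inhibition.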
Active calls of the source: *. Rule as the data show it: active = growth inhibition above about 70%; inactive = the rest.

How did CC(=O)Nc1ccc(F)c(F)c1 do in these assays?
yeast bub3: -3; sgs1 mgt1: 3; yeast mec2-1: -17; yeast rad50: 18; cln2 rad14: -4; yeast mlh1 rad18: 31

How did O=c1[nH]c2ccccc2nc1/C=C\NC(=S)Nc1cc(Cl)ccc1Cl do in these assays?
yeast bub3: -31; sgs1 mgt1: -44; yeast mec2-1: -32; yeast rad50: -46; cln2 rad14: -15; yeast mlh1 rad18: -40

What do the screens show for `c1ccc(C2=NC3CCCC[C@H]3O2)cc1` (stereo partly drawn)?
yeast bub3: -17; sgs1 mgt1: -2; yeast mec2-1: -5; yeast rad50: -15; cln2 rad14: -61; yeast mlh1 rad18: 7

What do the screens show for `OC(c1cc(-c2ccc(Cl)cc2Cl)nc2ccccc12)C1CCCCN1` (stereo not drawn)?
yeast bub3: 99*; sgs1 mgt1: 99*; yeast mec2-1: 72*; yeast rad50: 99*; cln2 rad14: 65; yeast mlh1 rad18: 97*

What do the screens show for `CSc1ccc2nncc(SC)c2c1`?
yeast bub3: 18; sgs1 mgt1: 13; yeast mec2-1: 7; yeast rad50: 64; cln2 rad14: 40; yeast mlh1 rad18: 41

What do the screens show for `O=c1[nH]c2cc(Cl)ccc2nc1/C(=N/Nc1ccccc1)C(O)c1ccco1` (stereo not drawn)?
yeast bub3: 8; sgs1 mgt1: -5; yeast mec2-1: -16; yeast rad50: 19; cln2 rad14: 6; yeast mlh1 rad18: -54

How did CCOC(=O)c1nnsc1NN do in these assays?
yeast bub3: -22; sgs1 mgt1: -48; yeast mec2-1: -7; yeast rad50: 9; cln2 rad14: 1; yeast mlh1 rad18: -4

How did NC(=O)NC(=O)C1CCCCC1C(=O)O (stereo not drawn) do in these assays?
yeast bub3: -28; sgs1 mgt1: -16; yeast mec2-1: -17; yeast rad50: 0; cln2 rad14: -19; yeast mlh1 rad18: -9

How did CC(C)(C)OC(=O)NNC(=O)c1ccc([N+](=O)[O-])cc1 do in these assays?
yeast bub3: 4; sgs1 mgt1: -2; yeast mec2-1: -10; yeast rad50: 17; cln2 rad14: 31; yeast mlh1 rad18: 6

Results for CCCOCC[N+](C)(C)C ?
yeast bub3: -9; sgs1 mgt1: 9; yeast mec2-1: -22; yeast rad50: 2; cln2 rad14: -34; yeast mlh1 rad18: -9

What do the screens show for `Oc1ccc(Cc2cc(Cl)cc(Cl)c2O)cc1Cl`?
yeast bub3: 99*; sgs1 mgt1: 99*; yeast mec2-1: 100*; yeast rad50: 99*; cln2 rad14: 99*; yeast mlh1 rad18: 99*

How did CCOc1ccc([N+](=O)[O-])cc1 do in these assays?
yeast bub3: -4; sgs1 mgt1: -3; yeast mec2-1: 4; yeast rad50: -29; cln2 rad14: -40; yeast mlh1 rad18: -32

10 entries already listed, arranged by length of the SMILES, smallest number first.
Results for CCCOCC[N+](C)(C)C ?
yeast bub3: -9; sgs1 mgt1: 9; yeast mec2-1: -22; yeast rad50: 2; cln2 rad14: -34; yeast mlh1 rad18: -9

What do the screens show for `CSc1ccc2nncc(SC)c2c1`?
yeast bub3: 18; sgs1 mgt1: 13; yeast mec2-1: 7; yeast rad50: 64; cln2 rad14: 40; yeast mlh1 rad18: 41

How did CC(=O)Nc1ccc(F)c(F)c1 do in these assays?
yeast bub3: -3; sgs1 mgt1: 3; yeast mec2-1: -17; yeast rad50: 18; cln2 rad14: -4; yeast mlh1 rad18: 31

How did CCOc1ccc([N+](=O)[O-])cc1 do in these assays?
yeast bub3: -4; sgs1 mgt1: -3; yeast mec2-1: 4; yeast rad50: -29; cln2 rad14: -40; yeast mlh1 rad18: -32

How did NC(=O)NC(=O)C1CCCCC1C(=O)O (stereo not drawn) do in these assays?
yeast bub3: -28; sgs1 mgt1: -16; yeast mec2-1: -17; yeast rad50: 0; cln2 rad14: -19; yeast mlh1 rad18: -9

What do the screens show for `c1ccc(C2=NC3CCCC[C@H]3O2)cc1` (stereo partly drawn)?
yeast bub3: -17; sgs1 mgt1: -2; yeast mec2-1: -5; yeast rad50: -15; cln2 rad14: -61; yeast mlh1 rad18: 7

What do the screens show for `Oc1ccc(Cc2cc(Cl)cc(Cl)c2O)cc1Cl`?
yeast bub3: 99*; sgs1 mgt1: 99*; yeast mec2-1: 100*; yeast rad50: 99*; cln2 rad14: 99*; yeast mlh1 rad18: 99*

What do the screens show for `OC(c1cc(-c2ccc(Cl)cc2Cl)nc2ccccc12)C1CCCCN1` (stereo not drawn)?
yeast bub3: 99*; sgs1 mgt1: 99*; yeast mec2-1: 72*; yeast rad50: 99*; cln2 rad14: 65; yeast mlh1 rad18: 97*

How did O=c1[nH]c2ccccc2nc1/C=C\NC(=S)Nc1cc(Cl)ccc1Cl do in these assays?
yeast bub3: -31; sgs1 mgt1: -44; yeast mec2-1: -32; yeast rad50: -46; cln2 rad14: -15; yeast mlh1 rad18: -40

What do the screens show for `O=c1[nH]c2cc(Cl)ccc2nc1/C(=N/Nc1ccccc1)C(O)c1ccco1` (stereo not drawn)?
yeast bub3: 8; sgs1 mgt1: -5; yeast mec2-1: -16; yeast rad50: 19; cln2 rad14: 6; yeast mlh1 rad18: -54

Additional results:
How did CC(=O)Nc1ccc(/C=c2\sc3nnc(/C=C/c4ccccc4)n3c2=O)cc1 do in these assays?
yeast bub3: 4; sgs1 mgt1: 5; yeast mec2-1: -1; yeast rad50: 16; cln2 rad14: 19; yeast mlh1 rad18: 10

What do the screens show for `O=S(=O)(N=S(c1ccc(Cl)cc1)c1ccc(Cl)cc1)c1ccccc1`?
yeast bub3: 27; sgs1 mgt1: 4; yeast mec2-1: -14; yeast rad50: 49; cln2 rad14: -32; yeast mlh1 rad18: 13

How did CCC(O)C(CCN(C)C)(CN(C)C)c1ccccc1 (stereo not drawn) do in these assays?
yeast bub3: -1; sgs1 mgt1: -6; yeast mec2-1: 14; yeast rad50: -6; cln2 rad14: -2; yeast mlh1 rad18: -1

What do the screens show for `COc1ccc(-c2coc3cc(O)cc(O)c3c2=O)cc1`?
yeast bub3: 58; sgs1 mgt1: 59; yeast mec2-1: 23; yeast rad50: 37; cln2 rad14: 32; yeast mlh1 rad18: 63

Results for CCCCCCCCOC(=O)Nc1cccc2ccccc12 ?
yeast bub3: -4; sgs1 mgt1: -3; yeast mec2-1: -11; yeast rad50: -13; cln2 rad14: -40; yeast mlh1 rad18: -9

Results for CC1CCC2(OC1)OC1CC3C4CCC5CC(OC6OC(COC7OC(CO)C(O)C(O)C7O)C(OC7OC(C)C(O)C(O)C7O)C(O)C6OC6OC(CO)C(O)C(O)C6O)CCC5(C)C4CCC3(C)C1C2C (stereo not drawn) ?
yeast bub3: 100*; sgs1 mgt1: 100*; yeast mec2-1: 100*; yeast rad50: 99*; cln2 rad14: 100*; yeast mlh1 rad18: 100*

What do the screens show for `CC1N=C(SCC(=O)c2ccc(Cl)cc2)N2C(C)N=C(SCC(=O)c3ccc(Cl)cc3)N12` (stereo not drawn)?
yeast bub3: -7; sgs1 mgt1: -21; yeast mec2-1: -17; yeast rad50: -1; cln2 rad14: 0; yeast mlh1 rad18: 10

Results for Cc1[nH]c2ccccc2c1C(=O)/C=C/c1ccccc1O ?
yeast bub3: 21; sgs1 mgt1: -19; yeast mec2-1: -12; yeast rad50: 7; cln2 rad14: -25; yeast mlh1 rad18: -29

Results for CO/N=C1\CC(NC(=O)CNC(=O)OC(C)(C)C)c2ccsc21 (stereo not drawn) ?
yeast bub3: -2; sgs1 mgt1: 7; yeast mec2-1: 6; yeast rad50: 1; cln2 rad14: 4; yeast mlh1 rad18: 28

What do the screens show for `C[N+]1(CC[N+]2(C)CCCC2c2cccnc2)CCCC1c1cccnc1` (stereo not drawn)?
yeast bub3: 28; sgs1 mgt1: -17; yeast mec2-1: 0; yeast rad50: 6; cln2 rad14: -35; yeast mlh1 rad18: 20

What do the screens show for `CN(C)N=Nc1ccc2ncccc2c1[N+](=O)[O-]`?
yeast bub3: 13; sgs1 mgt1: 39; yeast mec2-1: 11; yeast rad50: 1; cln2 rad14: -54; yeast mlh1 rad18: 23

Results for Cc1cc(O)c(C=Nc2ccccc2C)c(=O)o1 ?
yeast bub3: 17; sgs1 mgt1: 14; yeast mec2-1: 26; yeast rad50: 20; cln2 rad14: -7; yeast mlh1 rad18: 2

How did O=C1CCCc2cc3c(cc21)CC1(C3)Cc2cc3c(cc2C1)C(=O)CCC3 do in these assays?
yeast bub3: -11; sgs1 mgt1: -6; yeast mec2-1: -7; yeast rad50: -9; cln2 rad14: -10; yeast mlh1 rad18: -9

How did Nc1cccc2cc(O)ccc12 do in these assays?
yeast bub3: -9; sgs1 mgt1: 14; yeast mec2-1: -2; yeast rad50: -8; cln2 rad14: 8; yeast mlh1 rad18: -8

What do the screens show for `COc1cc([N+](=O)[O-])ccc1Br`?
yeast bub3: 8; sgs1 mgt1: -5; yeast mec2-1: 21; yeast rad50: 9; cln2 rad14: 6; yeast mlh1 rad18: -1

Results for CCCc1cc2c(cc1O)CC[C@@H]1[C@@H]2CC[C@]2(C)[C@@H](O)CC[C@@H]12 ?
yeast bub3: 88*; sgs1 mgt1: 85*; yeast mec2-1: 86*; yeast rad50: 87*; cln2 rad14: 88*; yeast mlh1 rad18: 81*

Results for NC(N)=NC(=O)c1ccccc1 ?
yeast bub3: -1; sgs1 mgt1: -10; yeast mec2-1: -12; yeast rad50: -26; cln2 rad14: -23; yeast mlh1 rad18: 13

What do the screens show for `C/C(=N\NC(=S)N1CCN(c2ccccn2)CC1)c1ccccn1`?
yeast bub3: 90*; sgs1 mgt1: 90*; yeast mec2-1: 90*; yeast rad50: 88*; cln2 rad14: 83*; yeast mlh1 rad18: 88*

Results for COC(=O)C1(CC(=O)c2cc(Cl)ccc2Cl)NC(=S)NC(=O)C1C#N (stereo not drawn) ?
yeast bub3: -7; sgs1 mgt1: -8; yeast mec2-1: -9; yeast rad50: 20; cln2 rad14: 30; yeast mlh1 rad18: 2

What do the screens show for `CCC(O)C[N+](=O)[O-]` (stereo not drawn)?
yeast bub3: -1; sgs1 mgt1: -5; yeast mec2-1: 6; yeast rad50: 4; cln2 rad14: -17; yeast mlh1 rad18: 0

How did O=C(O)c1cncc(-c2ccccc2)c1 do in these assays?
yeast bub3: 3; sgs1 mgt1: 23; yeast mec2-1: 31; yeast rad50: 38; cln2 rad14: 14; yeast mlh1 rad18: 26

What do the screens show for `O=C(O)C1C(c2ccccc2)CC(=O)N1c1ccc(Cl)cc1` (stereo not drawn)?
yeast bub3: 20; sgs1 mgt1: 6; yeast mec2-1: 8; yeast rad50: 2; cln2 rad14: 1; yeast mlh1 rad18: -8

Results for O=C(O)CNC(CO)C(=O)O (stereo not drawn) ?
yeast bub3: 4; sgs1 mgt1: -5; yeast mec2-1: -9; yeast rad50: -1; cln2 rad14: 2; yeast mlh1 rad18: -2

Results for CC1=CC(/C=C(\C)CCCc2ccoc2)C2(OC(=O)C(C)=C2O)[C@H]2C1CC[C@@H]2C (stereo partly drawn) ?
yeast bub3: 56; sgs1 mgt1: 53; yeast mec2-1: 58; yeast rad50: 50; cln2 rad14: 66; yeast mlh1 rad18: 55

How did CS(=O)(=O)CC(=N\N)/C(CS(C)(=O)=O)=N/N do in these assays?
yeast bub3: -37; sgs1 mgt1: -26; yeast mec2-1: -20; yeast rad50: -12; cln2 rad14: -30; yeast mlh1 rad18: -24

How did NC(c1ccccc1)S(=O)(=O)O (stereo not drawn) do in these assays?
yeast bub3: 1; sgs1 mgt1: 7; yeast mec2-1: 19; yeast rad50: -14; cln2 rad14: 9; yeast mlh1 rad18: -11

How did O=c1oc2c(-c3c(O)c(=O)oc4ccccc34)cc(O)cc2s1 do in these assays?
yeast bub3: 10; sgs1 mgt1: 23; yeast mec2-1: 15; yeast rad50: 10; cln2 rad14: 17; yeast mlh1 rad18: 36

Results for O/N=C(\C[n+]1ccccc1)c1ccc2ccccc2c1 ?
yeast bub3: 24; sgs1 mgt1: 11; yeast mec2-1: 28; yeast rad50: 1; cln2 rad14: -1; yeast mlh1 rad18: 21

What do the screens show for `Cc1cc(=O)n(-c2ccccc2)n1C`?
yeast bub3: 3; sgs1 mgt1: -11; yeast mec2-1: -5; yeast rad50: 21; cln2 rad14: -40; yeast mlh1 rad18: 14

Results for COc1cccc(OC)c1C=O ?
yeast bub3: -20; sgs1 mgt1: 10; yeast mec2-1: -10; yeast rad50: 8; cln2 rad14: -31; yeast mlh1 rad18: -9

How did N#Cc1c(N)sc(=S)c2c1CCCC2 do in these assays?
yeast bub3: -2; sgs1 mgt1: 29; yeast mec2-1: 10; yeast rad50: 10; cln2 rad14: 2; yeast mlh1 rad18: 11

This is a random part of the collection; any-hit rate near 14%.
